IL1B NFkB pot: enhances IL-1B driven NFkB nuclear translocation. HUVEC IL-1B NFkB p65 nuclear translocation imaging. activation, % at 2 µM. 94,000 compounds, 0.3% hits;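 active means activation above 40%, about the mean plus 3 SD, also judged a hit on visual image review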;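 further: percent activation is computed from the nuclear over cytoplasmic p65 intensity ratio; values of inactives mirror those of a sister screen read the other way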
Bcl-B displacement: displacers of TR3 peptide from Bcl-B, primary screen, selectivity assay for Bfl-1 inhibitor project, biochemical, fluorescence polarization. FP displacement of FITC-TR3 peptide from Bcl-B; higher % means a stronger effect. one-dose displacement, % at 20 µM; IC50 in µM for titrated hits. 96,000 compounds, 0.11% hits;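 active means displacement above 50% at 20 µM plus a fluorescence interference ratio under 1.5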;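 further: plate controls were wells without compound for no effect and wells lacking Bcl-B protein for full effect; a part of the inactive calls stands beside numbers as strong as those of hits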
PLAP inhibition: PLAP enzyme inhibitors, biochemical, luminescence, HTS (AID 690); purified PLAP, luminescent substrate; higher % means a stronger effect; inhibition, % at 20 µM, or IC50 in µM where a hit was titrated; 96,000 compounds, 0.08% hits; in the data active means a potency from the dose series; inactive means the rest, 99 in 100 with inhibition below about 30%; further: strong numbers were not always called active
MRP reversal: MRP-mediated drug resistance reversal; differential viability (reversal), % at 10 µM; H69AR cells + 2 uM doxorubicin, CellTiter-Glo, 72 h; 85,000 compounds, 0.04% hits;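 active means viability drop by adding the cancer drug above about 55%, with treated viability meeting a 40% cutoff, limit read from the data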;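 further: viability without doxorubicin minus viability with 2 µM doxorubicin for each compound; larger differential means the compound sensitizes cells more to doxorubicin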
NFkB transloc inh: blocks IL-1B driven NFkB nuclear translocation in HUVEC cells; HUVEC IL-1B NFkB p65 nuclear translocation imaging; inhibition, % at 2 µM; 94,000 compounds, 0.43% hits;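 active means inhibition above about 30% together with a positive call from visual inspection of the well image, limit read from the data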;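 further: nuclear over cytoplasmic p65 intensity ratio measured by imaging; 0% = IL-1B stimulated DMSO wells and 100% = unstimulated DMSO wells; values of inactives mirror those of a sister screen read the other way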
MRP reversal cytotoxicity: also measured in MRP reversal; calls as there; viability, %; H69AR cells, CellTiter-Glo, 72 h; measured here: cytotoxicity without doxorubicin
MRP reversal with doxorubicin: second read-out of MRP reversal, no call of its own (marks repeat the call); viability, %; measured here: viability with 2 uM doxorubicin; stronger effect = lower value
NFkB transloc inh cell count 2 µM: recorded beside NFkB transloc inh, whose call it bears; cell count; measured here: cells passing quality filter;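 raw number of nuclei counted in each imaged well without normalization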
IL1B NFkB pot cell count 2 µM: recorded beside IL1B NFkB pot, whose call it bears; cell count; measured here: cells passing quality filter
* hit, by the source's call; x = no result given. Some of the compounds tested (hit frequency here may not be typical).

SMILES	IL1B NFkB pot	IL1B NFkB pot cell count 2 µM	Bcl-B displacement	PLAP inhibition	MRP reversal	MRP reversal cytotoxicity	MRP reversal with doxorubicin	NFkB transloc inh	NFkB transloc inh cell count 2 µM
COc1ccc(N2CCN(C(=O)c3ccc(CS(=O)(=O)c4ccc(OC)cc4)o3)CC2)cc1	19	74	-1%	-52%	-4	81	85	-19	74
CCOc1ccccc1NC(=O)C1CCCN(C(=O)Nc2ccccc2)C1 (stereo unspecified)	-40	137	x	x	6	62	55	40*	137*
Cc1nnc(NC(=O)CSc2nnc(Cc3cccn3C)n2-c2ccccc2)s1	2	119	0%	-28%	-16	77	92	-2	119
COc1cc(OC)cc(C(=O)N/N=C/c2ccc(OC)c(COc3ccc(F)cc3)c2)c1	1	62	-8%	2%	x	x	x	-2	62
CCCc1nc2c(=O)[nH]c3ccccc3c2o1	11	195	-3%	-7%	4	88	84	-11	195
Cc1ccc(NC(=O)CNc2cccc(C)c2C)c(C)c1	-8	121	-7%	-29%	14	65	52	8	121
O=C(CSc1nnc(CN2CCCCCC2=O)n1-c1ccccn1)NCC(F)(F)F	-16	219	2%	-20%	1	92	92	16	219
Cc1cc(-c2nnc3sc(C4CCCCC4)nn23)n[nH]1	12	117	-10%	-54%	18	98	80	-12	117
CCOc1ccc(CCNC(=O)C2CCN(S(=O)(=O)CC)CC2)cc1OCC	6	177	5%	-24%	2	100	98	-6	177
c1ccc(-n2cnnc2SCc2cn3cccnc3n2)cc1	1	155	0%	5%	8	101	93	-1	155
CCc1cc(=O)oc2cc(OCC(=O)N(CC)CC)c(Cl)cc12	x	x	-5%	-8%	14	101	87	x	x
O=C(c1ccco1)N1C(=O)c2cccc3cccc1c23	-16	101	-3%	6%	-23	75	98	16	101
O=C1N/C(=C/c2cccn2-c2ccc(F)cc2)C(=O)N1Cc1ccccc1	-13	125	-39%	-12%	x	x	x	13	125
N#Cc1cc2c(nc1SCc1ccccc1)CCCC2=O	10	144	0%	-4%	10	96	86	-10	144
NC(=O)COC(=O)c1ccc(S(=O)(=O)N2CCCCCC2)cc1	13	131	-14%	11%	3	104	101	-13	131
CCOC(=O)N=S(N)(=O)c1ccc(Cl)cc1 (stereo unspecified)	12	195	1%	-14%	13	96	83	-12	195
COc1ccc(CNC(=O)Nc2cccc(C)c2)cc1	12	224	3%	18%	-5	99	104	-12	224
O=C(Nc1nnc(-c2ccco2)s1)C1CCCCC1	17	122	-7%	10%	13	114	101	-17	122
COCCn1c(=O)c2c3c(sc2n(CC(N)=O)c1=O)CCCC3	0	84	x	x	7	97	90	0	84
COc1ccc(S(=O)(=O)N/N=C\c2ccc3c(c2)OCO3)cc1	-7	160	6%	10%	x	x	x	8	160
O=c1c2ccc(-c3nnc4n3-c3ccccc3SC4)cc2nc2n1CCCCC2	-3	124	x	x	x	x	x	3	124
Clc1ccc(-c2ccnc(Oc3ccc4ccccc4c3)n2)cc1	7	118	-2%	15%	x	x	x	-7	118
COc1ccc(C2N(S(=O)(=O)c3ccccc3)CCN2S(=O)(=O)c2ccc(C)cc2)cc1 (stereo unspecified)	3	174	6%	-36%	9	91	82	-3	174
O=C(COc1ncnc2c(Cl)cc(Cl)cc12)NC1CCCCCC1	-18	150	-3%	8%	0	90	90	18	150
NC(=O)C1CCN(C(c2ccccc2Cl)c2nnnn2Cc2ccc3c(c2)OCO3)CC1 (stereo unspecified)	-6	204	0%	-73%	3	102	99	6	204
O=C(CSc1nnc(-c2ccco2)n1-c1ccccc1)NCc1ccco1	5	155	0%	-6%	16	96	80	-5	155
CCOC(=O)c1c(C)c(C(=O)NCc2cccs2)c(C)n1C	-3	148	0%	-7%	17	84	66	3	148
CCOc1ccc(NC(=O)[C@@H](NC(=O)c2ccccc2Br)C(C)C)cc1	11	208	-1%	-7%	x	x	x	-11	208
CC(=C/c1ccccc1)/C=N/NC(=O)c1cnccn1	26	180	4%	-5%	-2	82	84	-26	180
Cc1cc(N2C(=O)C(O)=C(C(=O)c3cccs3)C2c2ccccc2)no1 (stereo unspecified)	0	199	-11%	-7%	x	x	x	0	199
Cc1ccnc(SCCn2c(N3CCCCC3)nc3c2c(=O)n(C)c(=O)n3C)n1	-1	165	-1%	-62%	1	87	86	1	165
O=C(COC(=O)c1ccccc1C(=O)N1CCN(c2ccc(F)cc2)CC1)NCc1ccccc1	11	38	12%	-62%	-2	92	95	-11	38
Cc1cc(C(F)(F)F)nn1CC(=O)N1CCCC1	6	165	-9%	-1%	x	x	x	-6	165
O=C(NNC(=O)c1cc2cc3ccccc3nc2s1)c1ccc(F)cc1	6	120	-6%	-74%	x	x	x	-6	120
Cc1noc(NS(=O)(=O)c2ccc(NC(=O)CS(=O)(=O)c3ccccc3)cc2)c1C	19	161	-4%	-30%	x	x	x	-19	161
CNC(=O)CN(C)S(=O)(=O)c1ccc(F)cc1	44*	41*	9%	6%	1	97	96	-44	41
COC(=O)c1ccc(NC(=O)c2ccccc2N(C)S(C)(=O)=O)cc1	6	144	-10%	5%	-7	91	98	-6	144
COc1cc(C(=O)Nc2nnc(-c3sccc3C)s2)cc(OC)c1OC	-13	161	-31%	18%	-17	59	76	13	161
CCOCCCNC(=O)N[C@@H](C)C(=O)OC	-2	220	4%	12%	1	81	80	2	220
CCCCN(CC)CCNC(=O)CN(C)S(=O)(=O)c1ccc2c(c1)c(=O)n(C)c(=O)n2C	-22	109	-17%	-34%	18	96	78	22	109
COc1ccccc1OCC(=O)Nc1ccc(S(=O)(=O)Nc2nc(C)cc(C)n2)cc1	-1	142	-3%	-33%	-9	85	95	1	142
COc1ccc(NS(=O)(=O)c2ccc3oc4ccccc4c3c2)cn1	34	136	-3%	-26%	-8	81	88	-34	136
O=C(Cc1c[nH]c2ccccc12)Nc1nccs1	9	204	-5%	14%	-18	95	113	-9	204
COc1ccc(OC)c(NC(=O)CNC(=O)Cn2ccc3ccccc3c2=O)c1	-7	44	-3%	10%	10	102	92	7	44
Cc1cc(-c2cc(-c3ccc(Cl)cc3)nc(N)c2C#N)co1	-10	135	12%	-17%	-15	43	57	10	135

Molecules above that have a CF3 group (2):
SMILES	IL1B NFkB pot	IL1B NFkB pot cell count 2 µM	Bcl-B displacement	PLAP inhibition	MRP reversal	MRP reversal cytotoxicity	MRP reversal with doxorubicin	NFkB transloc inh	NFkB transloc inh cell count 2 µM
O=C(CSc1nnc(CN2CCCCCC2=O)n1-c1ccccn1)NCC(F)(F)F	-16	219	2%	-20%	1	92	92	16	219
Cc1cc(C(F)(F)F)nn1CC(=O)N1CCCC1	6	165	-9%	-1%	x	x	x	-6	165

The list continues.
SMILES	IL1B NFkB pot	IL1B NFkB pot cell count 2 µM	Bcl-B displacement	PLAP inhibition	MRP reversal	MRP reversal cytotoxicity	MRP reversal with doxorubicin	NFkB transloc inh	NFkB transloc inh cell count 2 µM
COc1ccc(-n2cnnc2SCc2csc(-c3ccccc3)n2)cc1	x	x	-8%	9%	16	86	70	x	x
CSc1nc(C)cc(SCC(=O)Nc2ccc(Cl)cc2Cl)n1	-13	94	x	x	12	89	77	13	94
CCSc1nnc(NC(=O)CC)s1	-1	61	6%	13%	10	98	88	1	61
Cc1ccc(Cn2cccc(NC(=O)c3ccco3)c2=O)cc1	16	106	3%	-6%	19	93	74	-16	106
CC(C)Cn1c(C(C)C)nc([N+](=O)[O-])c1S(=O)(=O)c1ccc(F)cc1	-9	121	3%	1%	x	x	x	9	121
CCN(CC)CCNC(=O)c1c(O)c2cccc3c2n(c1=O)CCC3	x	x	-3%	-72%	-16	31	47	x	x
COc1ccc(-n2c(C)nn(C)c2=O)cc1	-14	193	-2%	5%	x	x	x	14	193
O=C(C1CCCO1)N(c1cccc(Cl)c1)C1C=CS(=O)(=O)C1 (stereo unspecified)	x	x	0%	5%	0	98	98	x	x
O=C(O)c1ccc(CSc2nc3ccccc3o2)cc1	31	39	-13%	3%	-2	97	99	-29	39
Cc1csc(C2=C(O)CN(c3ccc4c(c3)OCCOCCOCCOCCO4)C2=N)n1	-3	130	-8%	-88%	x	x	x	3	130
O=C(CSc1ncn[nH]1)NCCOc1ccccc1	2	111	-3%	6%	-12	95	108	-2	111
COc1ccc(OCCOC(=O)c2ccc(-n3cnnn3)cc2)cc1	2	126	2%	18%	3	86	83	-2	126
O=C1c2ccccc2C(=O)N1OCCOCCOCCBr	21	146	-6%	2%	x	x	x	-21	146
CCN(C(C)=O)c1nc(CSc2nnc(NC(C)C)s2)cs1	0	106	-1%	3%	30	99	69	0	106
COc1cc(OC)cc(-c2cc(NC(C)=O)n[nH]2)c1	x	x	-2%	8%	4	83	78	x	x
C=CCOC(=O)C1=C(C)N=C2SCCC(=O)N2C1c1cccs1 (stereo unspecified)	-8	82	-2%	5%	5	89	83	8	82
S=C(NCCc1ccccc1)NC1CCCCCC1	1	144	22%	10%	x	x	x	-1	144
COc1ccc(OC)c(S(N)(=O)=O)c1	-2	117	-2%	6%	4	92	88	2	117
COc1ccc(OC)c(C(=O)c2ccccc2)c1	-3	97	x	x	10	97	87	4	97
COc1cc(CC(=O)NCc2ccccn2)cc(OC)c1OC	18	172	-19%	8%	3	104	101	-18	172
CN(Cc1ccccc1)C(=O)CNC(=O)Cn1cnc2ccccc2c1=O	12	138	4%	6%	-6	98	104	-12	138
CCOC(=O)C1CCN(C(=O)c2ccc(Cl)c(Cl)c2)CC1	-99	7	-1%	-8%	-1	94	95	99*	7*
O=C(CSc1ncn[nH]1)Nc1nc(-c2ccccc2)cs1	-10	147	-9%	-184%	13	109	96	10	147
O=C(c1ccc(Br)o1)N1CCN=C1SCc1cccc(F)c1	-2	195	6%	20%	-9	80	88	2	195
CC1(C)CC(=O)C(C2C3=C(CC(C)(C)CC3=O)Oc3ccccc32)=C(O)C1 (stereo unspecified)	22	175	-4%	-69%	10	83	73	-22	175
O=C(NCCN1CCOCC1)Nc1ccccc1	9	156	-14%	16%	6	104	98	-9	156
Cc1cc(C)n2nc(SCc3nnc(SCCCCl)o3)nc2n1	-8	128	10%	-27%	x	x	x	8	128
CC(=O)c1c(NCCc2ccccc2)cc(C)oc1=O	12	157	0%	-6%	15	93	78	-12	157

Structures from the list above with fluorine (9):
SMILES	IL1B NFkB pot	IL1B NFkB pot cell count 2 µM	Bcl-B displacement	PLAP inhibition	MRP reversal	MRP reversal cytotoxicity	MRP reversal with doxorubicin	NFkB transloc inh	NFkB transloc inh cell count 2 µM
COc1cc(OC)cc(C(=O)N/N=C/c2ccc(OC)c(COc3ccc(F)cc3)c2)c1	1	62	-8%	2%	x	x	x	-2	62
O=C(CSc1nnc(CN2CCCCCC2=O)n1-c1ccccn1)NCC(F)(F)F	-16	219	2%	-20%	1	92	92	16	219
O=C1N/C(=C/c2cccn2-c2ccc(F)cc2)C(=O)N1Cc1ccccc1	-13	125	-39%	-12%	x	x	x	13	125
O=C(COC(=O)c1ccccc1C(=O)N1CCN(c2ccc(F)cc2)CC1)NCc1ccccc1	11	38	12%	-62%	-2	92	95	-11	38
Cc1cc(C(F)(F)F)nn1CC(=O)N1CCCC1	6	165	-9%	-1%	x	x	x	-6	165
O=C(NNC(=O)c1cc2cc3ccccc3nc2s1)c1ccc(F)cc1	6	120	-6%	-74%	x	x	x	-6	120
CNC(=O)CN(C)S(=O)(=O)c1ccc(F)cc1	44*	41*	9%	6%	1	97	96	-44	41
CC(C)Cn1c(C(C)C)nc([N+](=O)[O-])c1S(=O)(=O)c1ccc(F)cc1	-9	121	3%	1%	x	x	x	9	121
O=C(c1ccc(Br)o1)N1CCN=C1SCc1cccc(F)c1	-2	195	6%	20%	-9	80	88	2	195
